# ROC1-CUL1 inh: inhibitors of human ROC1-CUL1 ubiquitin ligase activity; P62877+Q13616; in vitro K48 di-Ub FRET, acceptor:donor ratio, 45 min; inhibition, % at 10 µM; 140,000 tested, 0.6% active; AID 1347404; in the data active means inhibition above about 25%
# Target sequence (P62877 whole entry, looked up): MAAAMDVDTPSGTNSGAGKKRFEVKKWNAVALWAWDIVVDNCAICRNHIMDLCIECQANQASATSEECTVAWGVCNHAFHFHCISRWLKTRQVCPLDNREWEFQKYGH
# Target sequence (Q13616 whole entry, looked up): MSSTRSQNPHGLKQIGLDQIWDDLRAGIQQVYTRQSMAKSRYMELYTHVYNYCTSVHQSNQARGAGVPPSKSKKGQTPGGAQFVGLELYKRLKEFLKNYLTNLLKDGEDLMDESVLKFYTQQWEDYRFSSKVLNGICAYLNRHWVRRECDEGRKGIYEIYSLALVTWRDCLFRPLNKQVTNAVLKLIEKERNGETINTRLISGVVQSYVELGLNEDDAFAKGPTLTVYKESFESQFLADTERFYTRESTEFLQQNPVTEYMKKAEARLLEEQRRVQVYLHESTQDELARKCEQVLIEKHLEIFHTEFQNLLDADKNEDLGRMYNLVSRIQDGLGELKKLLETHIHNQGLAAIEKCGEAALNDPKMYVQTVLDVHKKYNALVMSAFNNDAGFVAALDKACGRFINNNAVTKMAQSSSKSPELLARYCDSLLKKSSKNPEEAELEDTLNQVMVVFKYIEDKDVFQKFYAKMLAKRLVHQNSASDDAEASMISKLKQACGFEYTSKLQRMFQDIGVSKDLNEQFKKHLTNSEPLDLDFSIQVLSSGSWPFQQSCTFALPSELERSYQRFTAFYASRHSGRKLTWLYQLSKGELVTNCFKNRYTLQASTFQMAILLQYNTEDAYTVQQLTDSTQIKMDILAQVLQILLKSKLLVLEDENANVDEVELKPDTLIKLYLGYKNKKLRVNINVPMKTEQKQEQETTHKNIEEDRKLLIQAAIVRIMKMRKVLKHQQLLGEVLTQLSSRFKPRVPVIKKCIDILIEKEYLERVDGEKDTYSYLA
# * marks the source's active call; other numbers are inactive results. A portion of the library; rates above refer to the full screens.
SMILES,ROC1-CUL1 inh
COc1cc(/C=C2/C(=N)N3N=C(C(C)C)SC3=NC2=O)ccc1OS(=O)(=O)c1ccccc1,1
CN(CC1CCCN(CCc2ccccc2F)C1)C(=O)CCN1CCOCC1 (stereo unspecified),9
Cc1oc(-c2ccc(Cl)cc2)nc1CN1CCC(C(=O)N2CCCCC2)CC1,6
COc1cc(C(=O)Nc2cccnc2)cc(OC)c1OC,1
COC(=O)c1sccc1NC(=O)CSc1nncn1C,2
CCCc1sc(C(=O)N2CC(C)OC(C)C2)cc1Br (stereo unspecified),6
Cc1ccccc1C(=O)Nc1cccc(NC(=S)NC(=O)c2ccc3ccccc3c2)c1,4
Cc1c(C(=O)c2ccccc2)nn(-c2ccccc2Cl)c(=N)c1C#N,0
O=C(CN1C(=O)CC(c2ccccc2)Sc2ccccc21)Nc1cccc(Cl)c1 (stereo unspecified),-1
Cc1scc(Cc2csc(C)c2C)c1C,-4
CCc1ccc(NC(=O)c2cnn(-c3c(C)cccc3C)c2C2CCNCC2)cc1,-4
Cc1ccc(C2C(/C=c3\sc4nc5ccccc5n4c3=O)=C(c3cccs3)Oc3ccccc32)cc1 (stereo unspecified),-4
O=C(N/N=C\c1ccc(Sc2ccccn2)o1)c1ccccc1,-3
c1cnc(N2CCC(C3CCN(C4CCOCC4)C3)CC2)nc1 (stereo unspecified),1
CCC(=O)NC(C)c1ccc(OC)cc1 (stereo unspecified),-2
O=C(Nc1nnc(COc2ccc(Cl)cc2)s1)c1ccc(F)cc1,-8
CN(c1ccccc1)c1ccc(/C=C2\C(=O)NN(c3ccccc3)C2=O)cc1,31*
Cc1cccc(C(=O)OC2CCCCC2)c1,-5
Oc1cccc2ccc(/C=C/c3ccc(-c4cccc(Br)c4)o3)nc12,0
COc1cc(OC)c(OC)cc1CN1CC[C@@H](N2CCC(O)CC2)[C@H](O)C1,13
COC(=O)c1c(C(=O)OC)c2cc(C)c3ccccc3n2c1C(=O)c1ccc(F)cc1,10
O=C1N=C(Cc2cc(Br)c(O)c(Br)c2)C(=O)N1c1ccc(Cl)cc1,-10
CCCOc1ccc(N2C(=O)CC(N3CCN(C=O)CC3)C2=O)cc1 (stereo unspecified),-7
CCOC(=O)c1cc(=O)c2cc(Cl)ccc2o1,-3
CC(C)c1ccc(NC(=O)C2CCN(S(=O)(=O)N(C)C)CC2)cc1,-4
O=C(C1CCCC1)N1CCN(S(=O)(=O)c2ccc(Cl)s2)CC1,-3
Cc1ccc(-n2nc(C(=O)N3CCCCC3)c(=O)n(C)c2=O)cc1,-5
COC(=O)c1cc(CNC(=O)c2cccs2)cc(NS(=O)(=O)c2cccc(C(F)(F)F)c2)c1,10
CCOc1ccc(/C=C/c2nn(-c3ccccc3)c3c(=O)ccccc23)cc1,-6
CNC(=O)CC(c1ccccc1)c1ccc2c(c1)OCO2 (stereo unspecified),-5
CN(C)C(=O)CCCCc1c[nH]c2ccccc12,-1
CCOC(=O)C1C(=N)N(c2ccc(Br)cc2)C2=C(C(=O)CC(C)(C)C2)C1c1ccc(OC)c(OC)c1 (stereo unspecified),-4
Cc1ccc(C2Nc3ccccc3C(=O)N2c2ccc(C)c(C)c2)cc1 (stereo unspecified),-8
CCc1ccc(NC(=O)C23CCC(C)(C(=O)C2=O)C3(C)C)cc1 (stereo unspecified),2
Cc1cccc(N2CCN(C(=O)C3CCCN(S(=O)(=O)c4ccc5c(c4)oc(=O)n5C)C3)CC2)c1C (stereo unspecified),-1
O=C(ON1C(=O)CCC1=O)c1cc2ccccc2[nH]1,19
COC(=O)c1c(NC(=O)c2ccccc2Br)sc2c1C(C(=O)OC)CC2 (stereo unspecified),10
CCOc1ccc(CNC(=O)CCC(=O)N2CCSc3ccccc32)cc1,-7
CCOC(=O)C(C=Nc1cccc(-c2ccco2)c1)C(=O)OCC,-2
c1ccc2c(c1)c1ccccc1c1sccc21,-9

# Reprinted from the part before: five entries, then new ones.
SMILES,ROC1-CUL1 inh
O=C(ON1C(=O)CCC1=O)c1cc2ccccc2[nH]1,19
COC(=O)c1c(NC(=O)c2ccccc2Br)sc2c1C(C(=O)OC)CC2 (stereo unspecified),10
CCOc1ccc(CNC(=O)CCC(=O)N2CCSc3ccccc32)cc1,-7
CCOC(=O)C(C=Nc1cccc(-c2ccco2)c1)C(=O)OCC,-2
c1ccc2c(c1)c1ccccc1c1sccc21,-9
CCOc1ccc(CCNC(=O)c2cc3c(=O)[nH]c4ccc(C)cc4c3s2)cc1OCC,-8
COC(=O)c1ccc(NC(=O)C(=O)c2c(-c3ccccc3)cc3ccccn23)cc1,7
CCCC(=O)Nc1ccc(N2CCN(C(=O)c3cc4ccccc4o3)CC2)cc1,8
Cc1cc(NC(=O)Nc2nnc(N3CCCCCC3)s2)ccc1Br,1
CC(C)(C)c1cc(NC(=O)c2cc(C(C)(C)C)c(O)c(C(C)(C)C)c2)cc(C(C)(C)C)c1O,-2
N#Cc1ccccc1NC(=O)c1cc(Br)ccc1Br,11
COC(=O)[C@@H](NC(=O)C1CC(=O)c2sc(NC(=O)c3ccccc3C)nc2C1)c1ccccc1 (stereo partly specified),7
Cc1cccc(C(=O)Nc2c(C)cc(C)cc2Cl)c1,3
CCOc1cc(/C=C2\SC(=S)N(c3ccc(OC)cc3)C2=O)ccc1OCC(=O)O,57*
COc1ccc(CC(=O)NC(=S)N(C)c2ccccc2)cc1,-6
CC(C)OC(=O)c1cccc(NC(=O)CSc2nncn2C)c1,-10
Cc1ccc(CNC(=O)c2cnc(N3CCCC3)nc2C)cc1,-2
N#Cc1c(C(F)(F)F)cc(-c2cccs2)nc1SCC(=O)Nc1cccc(C(F)(F)F)c1,-11
COCc1nnc2n1N=C(c1ccc(Br)cc1)CS2,6
COc1ccc(CCC(=O)Nc2ccc(-c3nc(CNC(=O)Cc4cccs4)c(C)o3)cc2)cc1,9
CC1=CC(=O)C(/C(C)=N/NS(=O)(=O)c2ccccc2)C(=O)O1 (stereo unspecified),-6
CCOC(=O)NC(NC(=S)Nc1cc(Cl)ccc1Cl)C(Cl)(Cl)Cl (stereo unspecified),-7
Cc1cc2nnc(SCC(=O)Nc3sc4c(c3C(N)=O)CCC4)n2c2ccccc12,4
Cc1ccc(-c2cc(-c3coc4ccccc4c3=O)c3c(n2)-c2ccccc2OC3)cc1,-4
Cc1cc(C(F)F)n2nc(C(=O)Nc3cc(Cl)ccc3C)nc2n1,-5
O=C(O)CSc1nc(-c2ccccc2)c(-c2ccccc2)[nH]1,5
O=C(O)c1ccc(COc2ccc(CC3=NC(=O)N(c4cccc(Cl)c4)C3=O)cc2Br)cc1,-7
CC1=C(C(=O)Oc2ccccc2)C2(C)C3C(=O)N(c4cccc(Cl)c4)C(=O)C3C1C1C(=O)N(c3cccc(Cl)c3)C(=O)C12 (stereo unspecified),-4
CCOc1ccc(C(=O)Nc2nnc(SCc3cc(=O)n4ccccc4n3)s2)cc1,2
COc1ccc(C2CC(=O)c3cc(-c4nc(-c5cccc([N+](=O)[O-])c5)cs4)c(=O)n(-c4cccc(C)c4)c3C2)cc1 (stereo unspecified),0
CCC(=O)N1CCc2cc(Br)cc(S(=O)(=O)N3CCCC(C(=O)NCc4ccccc4)C3)c21 (stereo unspecified),9
Cn1c(CC(=O)O)cc2ccccc21,-13
O=C(c1cc(F)c(F)cc1Cl)N1CCN(Cc2ccco2)CC1,4
CCOC(=O)C1CCCN(S(=O)(=O)c2ccc3c(c2)CCCN3C(C)=O)C1 (stereo unspecified),-7
CCC(C)NC(=O)CN1C(=O)COc2ccccc21 (stereo unspecified),1
CC1=NN(C(=Nc2nnc(C)s2)Nc2ccccc2)[C@H](c2ccc(C)cc2)S1,1
Cc1nc(Cl)c2c(n1)N=C1CCCC(=O)C1O2 (stereo unspecified),9
O=C(c1cc(-c2cccc(Cl)c2)on1)N1CCN(c2ccccc2)CC1,-4
O=C(Nc1nc(-c2ccc(S(=O)(=O)N3CCOCC3)cc2)cs1)c1cccs1,-2
CC#CCN1C(=O)NC(CCc2ccccc2)(C2CCN(C(=O)C(=O)CC(C)C)CC2)C1=O (stereo unspecified),6
COCc1nnc(NC(=O)c2ccc3c(c2)OCO3)s1,-9
COc1ccc(N2CCN(C(=O)c3cc(Cl)cc(Cl)c3)CC2)cc1,2
Cc1ccc(N=C2C(=O)Nc3ccc([N+](=O)[O-])cc32)c(C)c1,4
O=C(NNC(=O)c1cccs1)c1ccc(I)cc1,3
Cc1nn(-c2ccc(F)cc2)c(-n2cccc2)c1C(=O)NCCCN1CCN(c2cccc(Cl)c2)CC1,0
Cc1cc(NS(=O)(=O)c2cn(C)c(C)n2)ccc1Br,4
CCS(=O)(=O)N1CCc2cc(C(=O)Nc3cccc(Cl)c3C)ccc21,-7
CCOc1cc(C)c(S(=O)(=O)Nc2cc(C)ccn2)cc1C(C)C,2
Nc1nonc1CC(=O)Nc1ccc(Br)cc1,-1
COc1ccc(C(CC(=O)c2ccco2)SCc2ccco2)cc1OC (stereo unspecified),-4
CCCOC(=O)c1ccc(NC(=O)C2CC(=O)N(c3cc(C)cc(C)c3)C2)cc1 (stereo unspecified),3
O=C1CN(c2nc3nonc3nc2N2CCOCC2)CCN1C1CCCCC1,9
Cc1oc(-c2cccc(Cl)c2)nc1CN1CCCC(C(=O)NCc2ccc(F)cc2)C1 (stereo unspecified),-6
COc1ccc(-c2ncc(CNC3COc4ccccc4C3)cn2)cc1 (stereo unspecified),14
CCOC(=O)c1cc2c(=O)n3ccccc3nc2n(CCCOC)c1=NC(=O)c1c(-c2ccccc2Cl)noc1C,8
COc1cc(CN2CCN(Cc3cccc(Cl)c3)CC2)c([N+](=O)[O-])cc1OC,-4
CSc1ccccc1NC(=O)CCS(=O)(=O)c1nc(-c2cccs2)cc(C(F)(F)F)n1,-9
COc1ccc(CCCc2nnc(SCC(=O)Nc3cc(F)ccc3C)o2)cc1,-3
Cc1cccc(NS(=O)(=O)c2ccc3c(c2)n(C)c(=O)n3C)c1C,4
COCCN(Cc1cn(C)nc1-c1ccccc1F)C(C)C,7
O=C(NCc1ccccc1)c1cccc(COc2ccc(Cl)cc2)c1,-4
C=CCn1c(CNc2ccc(C)cc2)nnc1SCC(=O)c1ccccc1,7
CCc1ccc(C2Oc3ccccc3C3CC(c4ccccc4)=NN32)cc1 (stereo unspecified),-10
CCOC(=O)c1cccc(NC(=O)c2ccc(Br)cc2Br)c1,1
O=C(Nc1sc2c(c1C(=O)Nc1cccc3ccccc13)CCCCC2)c1ccccc1Br,6

# Next section:
SMILES,ROC1-CUL1 inh
CCOc1ccc(Cn2c(SCC(=O)Nc3ccc(OC(F)(F)Cl)cc3)nc3c2c(=O)n(C)c(=O)n3C)cc1OCC,4
CCOC(=O)c1cn(CC)c2cc(N3CCSCC3)c(F)cc2c1=O,6
CCOC(=O)C1C(C)=NC2=C(C(=O)CC(c3ccc(OC)cc3)C2)C1c1ccc(OCc2ccccc2)c(OC)c1 (stereo unspecified),1
CC(=O)c1cccc(N(C(=O)Cn2nnc3ccccc32)C(C(=O)NCc2ccccc2)c2ccc(F)cc2)c1 (stereo unspecified),-8
CCc1ccc(C(=O)N2CCN(Cc3ccco3)CC2)cc1,2
N#CC1=C2C=CCC[C@H]2[C@H](c2cccc(Cl)c2)C(C#N)(C#N)C1N (stereo partly specified),6
O=C(c1ccc2c(c1)N(Cc1ccc(F)cc1)C(=O)c1ccccc1S2(=O)=O)N1CCCC1,0
CC1(C)Cc2nc(N3CCC(O)CC3)ncc2C(NCc2cccc(F)c2)C1 (stereo unspecified),5
COC(=O)C1Cc2cc(OC)c(OC)cc2CN1 (stereo unspecified),-4
C1=C(c2ccccc2)C(c2ccccc2)C(c2ccccc2)O1 (stereo unspecified),4
Cc1occc1C(=O)N(C)C(Cc1ccccc1)C1CCN(C(=O)c2cccc(F)c2F)CC1 (stereo unspecified),2
CCn1c(C)cc(CC2=NC(=O)N(Cc3ccc(Cl)cc3Cl)C2=O)c1C,-4
c1ccc(-c2ccc3scnc3c2)cc1,7
O[C@H]1[C@H](N2CCN(c3ccccc3F)CC2)c2ccccc2C12CCNCC2,3
O=C(COc1ccccc1Cl)Nc1ccc(-c2nnc(-c3ccco3)o2)cc1,-3
CCOc1ccc(-c2ccc(CO)o2)cc1N,6
CNC(=O)COc1ccc(Nc2nnc(-c3ccc(C)c(S(=O)(=O)NC(C)(C)C)c3)c3ccccc23)cc1,2
OCC1CCN(C2CCCN(CCc3ccccc3)C2)CC1 (stereo unspecified),0
O=C(Oc1ccccc1)c1ccccc1C(=O)N(NC(=O)C(O)(c1ccc(Cl)cc1)c1ccc(Cl)cc1)c1ccccc1,-8
CCOC(=O)C1CCCN(C(=O)Cn2nnnc2CN2CCCC2)C1 (stereo unspecified),1
CCOc1ccc(NC(=O)c2c(NCc3cc(OC)c(OC)cc3OC)sc3c2CCCC3)cc1,-1

# Grouped by structure, the compounds so far with two or more sulfur atoms
SMILES,ROC1-CUL1 inh
COc1cc(/C=C2/C(=N)N3N=C(C(C)C)SC3=NC2=O)ccc1OS(=O)(=O)c1ccccc1,1
COC(=O)c1sccc1NC(=O)CSc1nncn1C,2
Cc1scc(Cc2csc(C)c2C)c1C,-4
Cc1ccc(C2C(/C=c3\sc4nc5ccccc5n4c3=O)=C(c3cccs3)Oc3ccccc32)cc1 (stereo unspecified),-4
O=C(C1CCCC1)N1CCN(S(=O)(=O)c2ccc(Cl)s2)CC1,-3
COC(=O)c1cc(CNC(=O)c2cccs2)cc(NS(=O)(=O)c2cccc(C(F)(F)F)c2)c1,10
CCOc1cc(/C=C2\SC(=S)N(c3ccc(OC)cc3)C2=O)ccc1OCC(=O)O,57*
N#Cc1c(C(F)(F)F)cc(-c2cccs2)nc1SCC(=O)Nc1cccc(C(F)(F)F)c1,-11
Cc1cc2nnc(SCC(=O)Nc3sc4c(c3C(N)=O)CCC4)n2c2ccccc12,4
CCOc1ccc(C(=O)Nc2nnc(SCc3cc(=O)n4ccccc4n3)s2)cc1,2
CC1=NN(C(=Nc2nnc(C)s2)Nc2ccccc2)[C@H](c2ccc(C)cc2)S1,1
O=C(Nc1nc(-c2ccc(S(=O)(=O)N3CCOCC3)cc2)cs1)c1cccs1,-2
CSc1ccccc1NC(=O)CCS(=O)(=O)c1nc(-c2cccs2)cc(C(F)(F)F)n1,-9

# High-throughput results (PubChem)
